Bioassay records deposited in PubChem BioAssay by National Center for Advancing Translational Sciences (NCATS).
KDM5B inhibitor: inhibitors of human KDM5B histone demethylase; KDM5B demethylase, FDH-coupled NADH fluorescence (FDH is formaldehyde dehydrogenase); Q9UGL1; AID 1347165; Potency, µM (top dose mostly 57.7 µM), for inactives: top-dose activity change, negative = inhibition, usual class: inhibitors; 2.6% of 220,000 active; active = well fitted inhibition curve with a large enough effect; inconclusive = small, poorly fitted or top-dose-only effect; inactive = no such curve, though single readings can be large or run the other way; also: 0% is about no effect; nearly all actives have a fitted effect of over 70% in size
Target sequence (Q9UGL1 whole entry, looked up): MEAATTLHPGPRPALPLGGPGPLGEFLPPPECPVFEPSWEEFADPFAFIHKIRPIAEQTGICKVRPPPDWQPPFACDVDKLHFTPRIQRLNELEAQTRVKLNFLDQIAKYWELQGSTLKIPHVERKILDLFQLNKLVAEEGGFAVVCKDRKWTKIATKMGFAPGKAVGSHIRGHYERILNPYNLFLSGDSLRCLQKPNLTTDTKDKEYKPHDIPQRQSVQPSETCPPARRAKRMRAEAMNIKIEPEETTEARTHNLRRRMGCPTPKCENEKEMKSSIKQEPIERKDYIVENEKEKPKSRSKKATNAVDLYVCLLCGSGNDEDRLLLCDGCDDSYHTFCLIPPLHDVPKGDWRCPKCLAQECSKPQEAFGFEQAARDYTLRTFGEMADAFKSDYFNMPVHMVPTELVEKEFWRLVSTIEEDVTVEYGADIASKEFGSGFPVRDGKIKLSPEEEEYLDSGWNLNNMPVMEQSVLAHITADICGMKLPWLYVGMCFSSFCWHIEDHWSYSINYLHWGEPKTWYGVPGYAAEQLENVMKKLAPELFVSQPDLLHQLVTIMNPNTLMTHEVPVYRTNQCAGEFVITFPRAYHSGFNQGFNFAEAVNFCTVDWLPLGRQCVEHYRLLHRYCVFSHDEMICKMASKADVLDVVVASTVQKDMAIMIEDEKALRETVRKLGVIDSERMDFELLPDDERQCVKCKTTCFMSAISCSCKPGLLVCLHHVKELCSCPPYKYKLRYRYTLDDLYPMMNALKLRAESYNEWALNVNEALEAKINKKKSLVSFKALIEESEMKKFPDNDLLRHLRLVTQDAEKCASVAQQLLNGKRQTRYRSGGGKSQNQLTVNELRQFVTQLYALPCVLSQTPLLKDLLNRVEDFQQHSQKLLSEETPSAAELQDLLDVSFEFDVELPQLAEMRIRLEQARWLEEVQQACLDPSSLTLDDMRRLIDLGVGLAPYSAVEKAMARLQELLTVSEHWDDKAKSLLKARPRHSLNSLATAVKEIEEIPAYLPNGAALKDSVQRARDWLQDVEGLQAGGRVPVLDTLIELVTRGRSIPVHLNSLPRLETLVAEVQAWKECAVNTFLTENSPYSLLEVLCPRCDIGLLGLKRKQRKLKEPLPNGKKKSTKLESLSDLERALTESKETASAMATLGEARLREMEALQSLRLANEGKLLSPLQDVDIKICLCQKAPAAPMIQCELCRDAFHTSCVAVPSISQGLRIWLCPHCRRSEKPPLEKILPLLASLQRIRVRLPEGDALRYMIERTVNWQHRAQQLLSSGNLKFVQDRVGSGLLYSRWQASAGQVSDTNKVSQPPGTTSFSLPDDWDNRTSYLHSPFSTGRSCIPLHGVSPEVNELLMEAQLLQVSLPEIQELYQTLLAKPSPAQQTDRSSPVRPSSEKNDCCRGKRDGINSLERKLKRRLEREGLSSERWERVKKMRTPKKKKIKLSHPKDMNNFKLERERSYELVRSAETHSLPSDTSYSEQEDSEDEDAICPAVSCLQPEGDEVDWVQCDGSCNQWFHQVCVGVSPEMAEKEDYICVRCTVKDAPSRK
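Inhibition is measured as reduced NADH fluorescence generation from FDH coupling to formaldehyde release. Truncated KDM5BΔAP at 200 nM final acts on H3K4me3 peptide (12.5 µM in substrate mix) in pH 7.5 HEPES buffer with Tween-20, 30 min, room temperature.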
* marks the source's active call; other numbers are inactive results; i = inactive; ? = inconclusive; & = joins results of further samples; [ ] = another dose, or the depositor's remark. Potency is read from the fitted curve at half-maximal effect. Not all compounds are listed (hit frequency here may not be typical).

SMILES | KDM5B inhibitor
COc1ccc(CC(=O)N2CCC(c3n[nH]c(=O)n3-c3ccc(C)cc3)CC2)cc1Cl | -4.7%
O=C1Cc2c(-c3ccccc3Cl)n[nH]c2CN1Cc1ccccc1 | -27.6%[86.2 µM]
CCc1ccc(CNC(=O)c2cnc3c(C)cccn3c2=O)cc1 | ?
COc1cc(OC)cc(C(=O)N2CCN(c3cc(-c4ccc(Cl)cc4)[nH]n3)CC2)c1 | 3.9%
Cc1nc(-c2ccc(F)cc2)n(CC(=O)Nc2ccc3c(c2)OCO3)c(=O)c1CCO | 12.9%
Cc1cc(C(=O)N[C@H](C)c2onc(C)c2C(=O)O)no1 | -28.2%[115 µM]
COc1ccccc1Nc1c2c(nc3ccc(NC(=O)/C=C/c4cc(OC)c(OC)c(OC)c4)cc13)CCCC2 | 1.8%
Cc1ccc(CNC(=O)c2ccc3c(c2)nc(C)n3-c2cc(C)cc(C)c2)cc1 | ?
CC(=O)OCC1=C(C(=O)O)N2C(=O)C(NC(=O)CC(C)c3ccccc3)C2SC1 (stereo not given) | -7.6%
NC(=O)COC(=O)c1cc(-c2ccco2)nc2ccccc12 | ?
CCC(C(=O)NCc1nnc2c(-c3nc(C)no3)cccn12)c1ccccc1 (stereo not given) | 31.6µM*
Cc1ccc(C2=NN(S(C)(=O)=O)C(c3ccc(F)cc3)C2)cc1 (stereo not given) | -11.8%
C=CCN(C)C(=O)[C@@H](C)C1CC[C@@]2(C)Cc3sc(NC(=O)C4CC4)nc3[C@@H](C)[C@@H]2[C@H]1O (stereo not given in full) | ?
N#Cc1ncn(CC(=O)NCC(=O)Nc2ccccc2Br)n1 | 7.1%
O=C(Cc1c[nH]c2ncc(-c3ccccc3)cc12)NC1CC1 | ?
Cc1cc2cc(NS(=O)(=O)c3ccc(C(C)(C)C)cc3)ccc2[nH]1 | 12.1%
O=C(CSc1nc2cc(S(=O)(=O)N3CCOCC3)ccc2o1)NC12CC3CC(CC(C3)C1)C2 | 2.1%
CCOc1cc(C(=O)OCc2cc(=O)n3nc(C4CC4)sc3n2)cc(OCC)c1OCC | 1.7%&-15.6%
CN1C(=O)CCC2(CNC(=O)c3ccco3)CCCC=C12 (stereo not given) | 1.0%
S=C(NCc1ccccc1)N1CCN(C2CCCCC2)CC1 | 0.7%
COc1ccc(C(=O)N2CCN(C(=O)C3CCCCC3)C[C@@H]2C(=O)N[C@H]2CCCNC2=O)cc1 | 16.9%
CCSc1nc2n(n1)C(c1ccc(C(=O)O)cc1)C(C(=O)Nc1ccccc1C)=C(C)N2 (stereo not given) | -3.9%
O=C(NCCc1cnccn1)c1cccc(S(=O)(=O)NC2CCOC2)c1 (stereo not given) | -12.8%
CC(=O)N1CCN(c2ccc3nnc(-c4cc(C(=O)N(C)C)ccn4)n3n2)CC1 | ?
CC(=O)c1ccc(NS(=O)(=O)c2ccc3c(c2)NC(=O)CCS3)cc1 | 4.2%
COc1ccc(-c2cc(-c3ccccc3)nc(SCC(=O)Nc3ccccc3F)c2C#N)cc1 | ?
Cc1cc(S(=O)(=O)Nc2cccc([N+](=O)[O-])c2)c(C)s1 | 17.3%
COc1ccc(NC(=O)CCCc2nnc3n(C(C)C)c(=O)c4sccc4n23)cc1Cl | ?
CN(CC(=O)NC1(C)CCS(=O)(=O)C1)Cc1ccc(Cl)cc1 (stereo not given) | 4.4%
CCCN(CCC)S(=O)(=O)c1ccc2c(c1)N(CC(=O)NCc1ccc(F)cc1Cl)C(=O)CS2 | -22.7%
COc1cc(NC(=O)N2CC[C@H](c3nc4ccccc4o3)C2)cc(OC)c1 | ?
CC(Sc1nnc(N2CCOCC2)n1-c1cccc(F)c1)C(=O)c1ccc(Br)cc1 (stereo not given) | 17.9%
CNC12CC3CC(CC(C3)C1)C2 | -3.5%
Cc1ccc(C(=O)NC2C3CC4CC(C3)CC2C4)cc1C (stereo not given) | 16.2%
CN(C)c1cccc(C(=O)NC2CCN(c3cc(-c4ccccc4)[nH]n3)CC2)c1 | 20µM*
O=C(NC1CCCC1)c1ccc2c(c1)N(C(=O)c1ccc(F)cc1)CC2 | 12.1%
O=C(/C=C/c1ccc(Br)cc1)c1ccc(O)c(CCCl)c1 | 10.9%
NC(=O)C1CCN(C(=O)c2ccc3c(c2)N(Cc2cccc(Cl)c2)C(=O)c2ccccc2S3(=O)=O)CC1 | -27.0%
Cc1cc(NS(=O)(=O)c2ccc(NC(=O)c3ccc([N+](=O)[O-])c(Cl)c3)cc2)no1 | -16.4%
C=CCNC(=O)CSc1nc(-c2ccccc2)c(-c2ccccc2)o1 | -25.9%
COc1ccc(-c2noc(C(=O)NC3CC3)c2[C@H](C)O)cc1 | 4.3%[86.2 µM]
Cc1cc(S(=O)(=O)N2CCN(C)CC2)c(C)cc1Cl | -2.8%
COc1ccc(C2=NC3(CCCCCC3)N(CC(=O)Nc3cccc(Cl)c3)C2=O)cc1 | ?
COC[C@@H]1[C@H](C(=O)NCc2cc(OC)ccc2OC)CCC(=O)N1C | 5.5%
C[S+](=O)([O-])CCn1ncc2cc(OCc3cccc(-c4ccc(F)cc4)c3)ccc21 | 35.5µM*
CC(C)(C)c1ccc(/C=C/C(=O)NCCC2=CCCCC2)cc1 | 15.0%
CC1=C(C(=O)Nc2ccccc2C)C(c2ccco2)n2ncnc2N1 (stereo not given) | -29.0%
CN(C)C(=O)c1cc(-c2ccc(Cl)cc2)cn1C | -3.8%
CCn1nc(C(=O)OCC(=O)N2CCCc3ccccc32)c2ccccc2c1=O | -6.8%
CCCCNC(=S)Nc1ccc(C)cc1 | -12.8%
CC(C)OCCCNC(=O)c1cn(C)c2ccc(S(=O)(=O)N3CCCCCC3)cc2c1=O | 5.9%
O=C1NCCCN1C1CCN(Cc2ccccc2C(F)(F)F)CC1 | -9.5%[86.2 µM]
O=C(NCc1ccnc2[nH]ccc12)c1ccc(F)cc1 | 35.5µM*
COc1ccc(-c2noc([C@@H]3CCCN3C(=O)COc3ccc(C)cc3)n2)cc1 | 8.1%
Cc1cc(C(=O)Nc2ccc(F)cc2C)n(-c2ccccc2)n1 | 28.7%
COc1ccnc(-c2nnc3ccc(N(C)CCN(C)C)nn23)c1 | ?
O=C(Nc1ccccc1)N1C[C@@H]2OCC(=O)N(Cc3ccccn3)[C@@H]2C1 | -9.6%[86.2 µM]
COC(=O)[C@H](NC(=O)C1=C[C@@H](NC(=O)CS(=O)(=O)c2ccccc2)[C@@H](O)[C@H](O)C1)C(C)C | -13.9%
COC[C@@H]1CN(Cc2ccncc2F)C[C@H]1c1nc(C)no1 | -5.1%
COCCN1C[C@H]2CN(C(=O)NCc3ccccc3)CCN2C1=O | -24.1%[86.2 µM]

Gathered by group: the entries above with a tert-butyl group.
SMILES | KDM5B inhibitor
Cc1cc2cc(NS(=O)(=O)c3ccc(C(C)(C)C)cc3)ccc2[nH]1 | 12.1%
CC(C)(C)c1ccc(/C=C/C(=O)NCCC2=CCCCC2)cc1 | 15.0%

The results go on.
SMILES | KDM5B inhibitor
O=C1NC2(CCCC2)C(=O)N1Cc1coc(-c2cccc(Cl)c2)n1 | 1.1%
COCC(=O)Nc1c(C(=O)Nc2ccc(C)cc2)oc2ccccc12 | i
O=C(c1cncnc1)N1C[C@@H](COCC2CC2)[C@H](c2ccncc2)C1 | -19.8%
O=C(Nc1cccc(C(F)(F)F)c1)O[C@@H]1CO[C@H]2[C@@H]1OC[C@@H]2NS(=O)(=O)c1cccc2cccnc12 | 1.1%
OCCCc1cn[nH]c1 | 22.8%
O=C(Nc1ccc([C@@H](O)[C@H]2COCC(=O)N2Cc2ccccn2)cc1)C1CCCC1 | -13.9%[86.2 µM]
CCCC(=O)N1N=C(c2ccc(F)cc2)CC1c1ccc2nccnc2c1 (stereo not given) | -5.6%
CCC(c1cccs1)N1C(=O)[C@H]2CN(S(=O)(=O)c3ccc(F)c(F)c3)C[C@H]2C1=O (stereo not given in full) | -1.9%
COc1cccc(NC(=O)Cn2c(C)cc3nc4n(c(=O)c32)CCCCC4)c1 | -7.0%
Cc1ccc(NC(=O)C(C#N)=C2CCCC2)cc1 | -4.2%
COc1ccccc1N1CCN([C@@H]2[C@H](O)[C@H](CO)O[C@@H]2CNC(=O)c2cccc(F)c2)CC1 | ?
O=C(O)c1ccc(NCc2ccc(Cl)cc2)cc1Cl | -1.6%
COCCNC(=O)C(=O)N1CCN(c2nc(-c3ccccc3)c3c(c2C#N)CCCC3)CC1 | ?
CNC(=O)C1CCC(Cn2c(=O)c3sccc3n(CC(=O)Nc3cccc(OC)c3)c2=O)CC1 (stereo not given) | 8.7%
CCCCN(C(=O)COc1ccc2ccc(=O)oc2c1)C1CC(C)(C)NC(C)(C)C1 | ?

Part of the list above, in CSV form:
structure,KDM5B inhibitor
O=C(Nc1ccccc1)N1C[C@@H]2OCC(=O)N(Cc3ccccn3)[C@@H]2C1,-9.6%[86.2 µM]
COC(=O)[C@H](NC(=O)C1=C[C@@H](NC(=O)CS(=O)(=O)c2ccccc2)[C@@H](O)[C@H](O)C1)C(C)C,-13.9%

5 records drawn at random from those above, as already listed:
SMILES | KDM5B inhibitor
COc1ccc(CC(=O)N2CCC(c3n[nH]c(=O)n3-c3ccc(C)cc3)CC2)cc1Cl | -4.7%
CCSc1nc2n(n1)C(c1ccc(C(=O)O)cc1)C(C(=O)Nc1ccccc1C)=C(C)N2 (stereo not given) | -3.9%
CCCCNC(=S)Nc1ccc(C)cc1 | -12.8%
COc1ccc(-c2noc([C@@H]3CCCN3C(=O)COc3ccc(C)cc3)n2)cc1 | 8.1%
COc1ccc(C2=NC3(CCCCCC3)N(CC(=O)Nc3cccc(Cl)c3)C2=O)cc1 | ?

New compounds follow
SMILES | KDM5B inhibitor
Cc1cccc(Nc2nc(C)c(C(=O)N(C)C)s2)c1 | 16.9%
O=C(O)CNS(=O)(=O)c1cccc(Br)c1 | -16.6%
O=C(CN1CC2CC(C1)[C@H]1CCCC(=O)N1C2)NCCCN1CCCCCC1 (stereo not given in full) | ?
Cc1ccc(C(=O)NC2CCCN(c3cc(-c4ccccc4)[nH]n3)C2)cn1 (stereo not given) | -27.8%
COc1cc2nc(NC(=O)c3ccc(Cl)cc3)sc(=O)c2cc1OC | ?
Cc1nn2c(c1-c1cccnc1N1CCOCC1)N(Cc1ccccc1F)CCC2 | -1.9%[86.2 µM]
CC(C)c1ccc(NC(=O)C2CCN(C(=O)c3ccc(F)cc3)CC2)cc1 | -5.6%
COCc1noc([C@@H]2CC(F)(F)CN2C(=O)CN2CCCCCC2)n1 | -16.0%
CCOC(=O)C1=C(N)Oc2cc(O)ccc2C1c1ccc(C)cc1 (stereo not given) | -25.2%
CCc1cccc(C)c1Nc1c(-c2ccc(N(C)C)cc2)nc2ncccn12 | ?
CC(C)(C)c1ccc(/C=C2\Oc3cc(OS(C)(=O)=O)ccc3C2=O)cc1 | -11.2%
Cc1c(C)n(CCCN2CCOCC2)c2ncn3nc(-c4ccccn4)nc3c12 | -9.4%
CCOC(=O)C(C(=O)OCC)C(NC(=O)OC)C(Cl)(Cl)Cl (stereo not given) | -6.4%
O=C(NCC(c1ccc2c(c1)OCO2)N1CCN(c2ccccc2F)CC1)c1ccccc1F (stereo not given) | -16.0%
COc1ccc(-c2ccc3c(c2)C(=O)N2CCN(C(=O)NC4CCCCC4)C[C@@H]2C(=O)N3)cc1 | ?
Cc1onc(-c2ccccc2)c1C(=O)N(C)C1CCCN(C2Cc3ccccc3C2)C1 (stereo not given) | 13.8%
Cc1n[nH]c(C)c1S(=O)(=O)N1CCCC(C(=O)Nc2ccc(Br)cc2)C1 (stereo not given) | -1.7%
CCCOc1ccccc1C1C2=C(CC(C)(C)CC2=O)Nc2ccccc2N1C(C)=O (stereo not given) | -0.7%
CCc1ccc(C(=O)c2cn(CC(=O)Nc3ccc4c(c3)OCO4)c3ccc(Cl)cc3c2=O)cc1 | -5.3%
O=C(Cc1c[nH]c2ccccc12)NCCOc1ccc(Cl)cc1 | 6.3%
CCOC(=O)c1cccc(NC(=O)N2CC[C@@H](CC(=O)NCc3cccc4ccccc34)[C@@H](CC)C2)c1 | -22.8%
COc1ccc(S(=O)(=O)c2cc3ccccc3oc2=O)cc1 | -9.4%
Cc1ccc(-c2nn(C)c(=O)c3ccccc23)cc1CNC(=O)c1ccccc1 | 12.0%&-33.9%
O=C(CSc1nc(-c2ccccc2)nc2cc(=O)[nH]n12)Nc1cccc(C(F)(F)F)c1 | 5.8%
COc1cccc(CN2Cc3cc(NC(=O)Cc4ccccc4)ccc3OCC2=O)c1 | 0.7%
COc1cccc(N2C(=O)NC(=NC3CCCC3)C23CCN(CC2CC2)C3)c1 (stereo not given) | 7.0%[115 µM]
CCC(CC)C(=O)NC1CC(=O)N(c2ccc3c(c2)OCCO3)C1 (stereo not given) | -26.8%
N#Cc1ccc(CN2CCC3OCCN(Cc4ccccc4F)C(=O)C3C2)cc1 (stereo not given) | -9.6%[86.2 µM]
C=CCNC(=S)Nc1ccc(F)cc1Cl | 16.3%
CC1(C)CC(NC(=O)CCc2ncc(-c3ccccc3F)o2)CC(C)(C)N1 | 26.3%
CC(C)CN(C/C=C/c1ccccc1)C(=O)C1CC2(CCNCC2)CN1 (stereo not given) | -6.1%
Fc1ccc2c(c1)c1n[nH]c(=S)nc1n2CCc1ccccc1 | -6.0%
COc1ccc(-c2nc(C(C)C)nc3c2CCN(C(=O)c2cccc(OC)c2)CC3)cc1 | ?
Cc1cn2nc(C(=O)NC3CCC(C)CC3)cc2c(N2CCCC2)n1 (stereo not given) | 28.2µM*
Cc1cc(NC(=O)C2CCN(S(=O)(=O)c3c(C)noc3C)CC2)ccc1Br | ?
CC(Oc1cccc2ccccc12)C(=O)NC1(C#N)CCCCC1 (stereo not given) | -1.1%
CC1(CCCCc2ccccc2)COc2ccc(C(=O)NCc3ccncc3)cc2N1 (stereo not given) | 31.6µM*
O=C(CCc1ccsc1)N1CCSCC1 | 25.1%
O=C(Cn1ccnc1)N1CCC(c2noc(-c3ccncc3)n2)C1 (stereo not given) | -10.3%
